Assay outcomes: PubChem BioAssay, National Center for Advancing Translational Sciences (NCATS)
BRCT inh green: blocks human BRCA1 BRCT binding to phosphopeptide, green readout | P38398 | BRCA1 BRCT-phosphopeptide binding, green fluorescence polarization | Potency, µM (top dose mostly 76.9 µM), for inactives: top-dose activity change, negative = inhibition, hits mostly inhibitors | 75,000 tested, 0.05% active;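 note: potency is the fitted concentration of half-maximal effect; plate controls were peptide without protein for full effect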
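Compounds were incubated for 12 min at room temperature with a complex of 100 nM fluorescein-tagged pBACH1 decapeptide and 250 nM His-tagged BRCT protein. Buffer was phosphate pH 7.3 with EDTA, DTT and Tween 20. Disruption of binding lowers the polarization signal.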
DNA Pol III inh: blocks replication by bacterial DNA polymerase III holoenzyme; 71,000 tested, 0.25% active; Potency, µM (doses to about 57.1 µM), inactives show at the highest dose activity change, negative = inhibition; reconstituted DNA polymerase III holoenzyme replication, biochemical; note: potency is the fitted concentration of half-maximal effect; % is set by controls: 0 for no effect and ±100 for the full control effect
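Reconstituted *E. coli* holoenzyme (0.35 nM Pol III, 1 nM beta, 154 nM SSB, 2 nM primase) was preincubated with compound for 15 min at RT. Synthesis on 1.4 nM ssM13Gori ran 35 min, then was stopped with PicoGreen/EDTA and read as dsDNA fluorescence.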
Rhodamine autofl: rhodamine region autofluorescence; max dye-equivalent concentration, M; Rhodamine-region fluorescence, 547/598 nm, Tris buffer; active compounds read high; 59,000 tested, 0.05% active; in the data active = max dye-equivalent concentration above about 11 nM; inconclusive = between about 1.1 nM and that limit
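A six-point rhodamine series on each plate calibrates the signal. Compounds sit in 100 mM Tris (pH 8.0) for 15 min at ambient temperature before imaging through 547 nm/598 nm filters.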
Caspase-7 inhib: blocks human caspase-7 allosterically or competitively; P55210; recombinant caspase-7, Ac-DEVD-AFC fluorescence rate; Potency, µM (series often up to 57.5 µM), for inactives: top-dose activity change, negative = inhibition, hits mostly inhibitors; 75,000 tested, 0.02% active; AID 889; active = well fitted inhibition curve with a large enough effect in the main read-out, with a control signal flat, not every such curve was filed as active; inconclusive = small, poorly fitted or top-dose-only effect, or a change in a side signal; note: potency is the fitted concentration of half-maximal effect; % of control where 0% means no effect
USP2a inhib: inhibitors of human ubiquitin-specific protease USP2a; O75604; USP2a enzymatic assay, qHTS inhibition; Potency, µM (series often up to 38.3 µM), inactives show at the top dose activity change, negative = inhibition, hits mostly inhibitors; 60,000 tested, 0.1% active; AID 927;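 note: potency is the fitted concentration of half-maximal effect; nearly all actives have a fitted effect of over 60% in size; plate controls were DMSO for no effect and NEM full inhibition control for full effect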
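Inhibition is measured in a cell-free coupled assay with 20 nM USP2 core, 20 nM Ub-PLA2 and 20 uM NBD C6-HPC, 2.5 h incubation. Activity normalized to NEM control.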
HEK293 cAMP ctrl: raises cAMP in parental HEK293 cells, TSHR agonist counter-screen; parental HEK293 CNG cAMP sensor, membrane potential fluorescence; Potency, µM (highest dose often 57.1 µM), without a hit: at the top dose activation, most hits filed as activators; 73,000 tested, 2.5% active; note: potency is the fitted concentration of half-maximal effect; % of control where 0% means no effect; nearly all actives have a fitted effect of over 55% in size
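Parental HEK 293 cells stably expressing a modified CNG channel (no TSHR) report cAMP rise as membrane depolarization. Membrane potential dye with 100 uM RO 20-1724 was loaded for 60 min at room temperature, then compound added for 30 min; fluorescence read at 590 nm.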
ALOX15 inhib: 15-hLO (ALOX15) enzyme inhibition. purified 15hLO-1, xylenol orange hydroperoxide absorbance. Potency, µM (titrated, usually from 57.1 µM), without a hit: top-dose activity change, negative = inhibition, usual class: inhibitors. 74,000 tested, 1.4% active; note: potency is the fitted concentration of half-maximal effect; % is set by controls: 0 for no effect and ±100 for the full control effect; nearly all actives have a fitted effect of over 55% in size
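Compounds were preincubated 15 min at room temperature with 40 nM purified human enzyme (25 mM Hepes pH 7.5, 0.01% Triton X-100); 50 uM arachidonic acid reacted 6 min. Fe-xylenol orange detection, 30 min, absorbance ratio 573/405 nm.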
Tau fil binding: tau filament binding; P10636; recombinant tau filaments, thioflavin S fluorescence, 15 h; filaments grown with octadecylsulfate alongside compound; Potency, µM (highest dose often 57.1 µM), inactives show at the highest dose activity change, negative = inhibition; 71,000 tested, 2% active;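 note: potency is the fitted concentration of half-maximal effect; % is set by controls: 0 for no effect and ±100 for the full control effect; actives lower thioflavin S fluorescence by blocking filaments or displacing dye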
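His-tagged recombinant human tau (exons 2, 3 and 10 included), 1 uM, was induced to fibrillize by 30 uM sodium octadecylsulfate with compound present. After 15 h at 37 C, thioflavine S fluorescence (ex 450, em 510 nm) was read.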
BRCT inh red: inhibitors of human BRCA1 BRCT-phosphoprotein interaction (red fluorophore); BRCT-phosphopeptide binding, red fluorescence polarization; 75,000 tested, 0.03% active; AID 892; P38398; Potency, µM (series often up to 76.9 µM), inactives show top-dose activity change, negative = inhibition, hits mostly inhibitors; note: % is set by controls: 0 for no effect and ±100 for the full control effect
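Rhodamine-labelled pBACH1 10-mer (100 nM) bound to BRCT domain (100 nM) at pH 7.3; compounds incubated 12 min room temperature, polarization read. Free peptide defines full inhibition; unlabelled decapeptide titrated as control.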
HADH2 inh: HADH2 (human) dehydrogenase inhibition; Q99714; recombinant HADH2, NADH fluorescence, beta-hydroxybutyryl-CoA; Potency, µM (series often up to 57.1 µM), for inactives: top-dose activity change, negative = inhibition, most hits filed as inhibitors; 73,000 tested, 3.4% active; note: potency is the fitted concentration of half-maximal effect; % is set by controls: 0 for no effect and ±100 for the full control effect; nearly all actives have a fitted effect of over 60% in size; many of its hits are not listed in these tables
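Buffer 100 mM Tris-HCl pH 9.0/0.01% Tween-20; HADH2 20 nM; NAD+ 1 mM; beta-hydroxybutyryl-CoA 90 uM (all final). 15 min cpd preincubation, RT.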
Casp1 inh: allosteric or competitive inhibitors of human caspase-1; AID 900; Potency, µM (series often up to 57.5 µM), for the others: at the top dose activity change, negative = inhibition, most hits filed as inhibitors; 75,000 tested, 0.03% active; Caspase-1 enzyme, Ac-WEHD-AFC fluorogenic rate;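 note: potency is the fitted concentration of half-maximal effect; plate controls were vehicle for no effect and no substrate for full effect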
Active calls of the source: *; & = joins results of further samples; [ ] = another dose, or the depositor's remark. Unless noted, calls come from the whole dose curve; as a rule, active = well fitted curve in the direction sought with a large enough effect; inconclusive = small, poorly fitted or top-dose-only effect, or another doubt; inactive = no such curve, though single readings can be large; an effect the other way counts as inactive or inconclusive.

How did O=C(CSc1nnc(CSc2nc3ccccc3s2)o1)NC1CCCCC1 do in these assays?
BRCT inh green: -2.0%; DNA Pol III inh: 9%; Caspase-7 inhib: 0%; USP2a inhib: 9%; HEK293 cAMP ctrl: 24%; ALOX15 inhib: 0%; Tau fil binding: 226%; BRCT inh red: 0.1%; HADH2 inh: 4%; Casp1 inh: -4%

Results for O=c1cnn([C@@H]2O[C@H](CO)[C@@H](O)[C@H]2O)c(=O)[nH]1 ?
BRCT inh green: -2.0%; Caspase-7 inhib: -1%; HEK293 cAMP ctrl: -8%; ALOX15 inhib: 1%; BRCT inh red: 1.0%; HADH2 inh: 8%; Casp1 inh: -1%

How did NCC12CC3CC(C1)CC(CN)(C3)C2 do in these assays?
BRCT inh green: -3.0%; DNA Pol III inh: -12%; Rhodamine autofl: inactive; Caspase-7 inhib: -2%; USP2a inhib: -1%; HEK293 cAMP ctrl: 11%; ALOX15 inhib: -1%; Tau fil binding: -15%; BRCT inh red: -0.8%; HADH2 inh: -8%; Casp1 inh: -1%

How did Cc1cc(C(=O)CSc2nnc(Cc3ccccc3)o2)c(C)n1Cc1ccc2c(c1)OCO2 do in these assays?
BRCT inh green: 5.6%; DNA Pol III inh: 0%; Rhodamine autofl: inactive; Caspase-7 inhib: -15%; USP2a inhib: 24%; HEK293 cAMP ctrl: inconclusive; ALOX15 inhib: inconclusive; Tau fil binding: -1%; BRCT inh red: 1.1%; HADH2 inh: -10%; Casp1 inh: -1%

How did O=C(Cc1cccs1)NCc1ccccc1F do in these assays?
BRCT inh green: -3.2%; DNA Pol III inh: 5%; Rhodamine autofl: inactive; Caspase-7 inhib: -3%; USP2a inhib: -12%; HEK293 cAMP ctrl: 4%; ALOX15 inhib: 8%; Tau fil binding: -10%; BRCT inh red: 1.5%; HADH2 inh: 3%; Casp1 inh: 0%

Results for CCOCCOCC ?
BRCT inh green: -1.3%; DNA Pol III inh: -1%; Caspase-7 inhib: -5%; HEK293 cAMP ctrl: 8%; ALOX15 inhib: 2%; Tau fil binding: 7%; BRCT inh red: -2.1%; HADH2 inh: 0%; Casp1 inh: -1%

How did COc1cccc(-n2nnc3c(=O)n(Cc4cccc(F)c4)cnc32)c1 do in these assays?
BRCT inh green: 2.5%; DNA Pol III inh: 0%; Rhodamine autofl: inactive; Caspase-7 inhib: 0%; USP2a inhib: 3%; HEK293 cAMP ctrl: 22%; ALOX15 inhib: -4%; Tau fil binding: 63%; BRCT inh red: 0.0%; HADH2 inh: 4%; Casp1 inh: -1%

What do the screens show for `COC(=O)[C@@]1(Cc2ccc(F)cc2)[C@H]2c3cc(C(=O)N4CCCC4)n(Cc4ccc(C)c(F)c4F)c3C[C@H]2CN1C(=O)c1ccccc1`?
BRCT inh green: -2.4%; DNA Pol III inh: -11%; Caspase-7 inhib: -5%; HEK293 cAMP ctrl: inconclusive; Tau fil binding: 5%; BRCT inh red: 0.3%; HADH2 inh: 8%; Casp1 inh: -1%

Results for CC(C)(C)N1C(=O)[C@H]2[C@@H]3[C@H](O)[C@H](O)CC(=O)[C@H]3CC[C@H]2C1=O ?
BRCT inh green: 0.0%&-0.6%[15.4 µM]; Caspase-7 inhib: 0%&2%[11.5 µM]; HEK293 cAMP ctrl: -2%&1%[11.4 µM]; ALOX15 inhib: 1%&10%[11.4 µM]; BRCT inh red: 1.5%&2.1%[15.4 µM]; HADH2 inh: inconclusive; Casp1 inh: -7%&1%[11.5 µM]

How did Cn1c(CCCOc2ccc(Cl)cc2Cl)nnc1SCC(=O)Nc1nccs1 do in these assays?
BRCT inh green: -2.0%; DNA Pol III inh: -1%; Rhodamine autofl: inactive; Caspase-7 inhib: -2%; USP2a inhib: 29%; HEK293 cAMP ctrl: inconclusive; ALOX15 inhib: -8%; Tau fil binding: 146%; BRCT inh red: 0.2%; HADH2 inh: 11%; Casp1 inh: -1%

Results for COCC(=O)Nc1ccc(-c2cn3cccnc3n2)cc1 ?
BRCT inh green: -0.6%; DNA Pol III inh: -2%; Rhodamine autofl: inactive; Caspase-7 inhib: -10%; USP2a inhib: -7%; HEK293 cAMP ctrl: 7%; ALOX15 inhib: 10%; Tau fil binding: 0%; BRCT inh red: -0.2%; HADH2 inh: 4µM*; Casp1 inh: -14%

What do the screens show for `CCCCCCCCC1CO1` (stereo not drawn)?
BRCT inh green: -3.0%; DNA Pol III inh: -3%; Caspase-7 inhib: 0%; HEK293 cAMP ctrl: 16%; ALOX15 inhib: 3%; Tau fil binding: 7%; BRCT inh red: -1.1%; HADH2 inh: -10%; Casp1 inh: -3%

How did OCCOCCn1c2ccccc2c2ccccc21 do in these assays?
BRCT inh green: -2.3%; DNA Pol III inh: 0%; Rhodamine autofl: inactive; Caspase-7 inhib: -1%; USP2a inhib: -3%; HEK293 cAMP ctrl: 6%; ALOX15 inhib: 5%; Tau fil binding: -3%; BRCT inh red: -1.1%; HADH2 inh: -11%; Casp1 inh: 0%

Results for c1ccc(C2(c3ccccc3)OCC(Cn3cncn3)O2)cc1 (stereo not drawn) ?
BRCT inh green: -2.5%; DNA Pol III inh: -2%; Rhodamine autofl: inactive; Caspase-7 inhib: 0%; USP2a inhib: -16%; HEK293 cAMP ctrl: 12%; ALOX15 inhib: 22%; Tau fil binding: -8%; BRCT inh red: 1.1%; HADH2 inh: inconclusive; Casp1 inh: 1%

How did CCOC(=O)c1c(C)c(C(=O)NCCCN2CCCC2=O)c(C)n1CC do in these assays?
BRCT inh green: 0.7%; DNA Pol III inh: -5%; Rhodamine autofl: inactive; Caspase-7 inhib: 0%; USP2a inhib: 1%; HEK293 cAMP ctrl: -1%; ALOX15 inhib: 10%; Tau fil binding: -5%; BRCT inh red: 0.1%; HADH2 inh: 6%; Casp1 inh: 2%

How did CCc1ccc(-c2nc(CN3CCC(C(=O)NCCN(CC)c4ccccc4)CC3)c(C)o2)cc1 do in these assays?
BRCT inh green: -0.8%; DNA Pol III inh: 3%; Rhodamine autofl: inactive; Caspase-7 inhib: 1%; USP2a inhib: 35%[activator]; HEK293 cAMP ctrl: -9%; ALOX15 inhib: -10%; Tau fil binding: inconclusive; BRCT inh red: -0.1%; HADH2 inh: -4%; Casp1 inh: -2%

Results for CC(=O)N1C(=O)N(C)C2C1N(C)C(=O)N2C(C)=O (stereo not drawn) ?
BRCT inh green: -4.8%; DNA Pol III inh: -6%; Rhodamine autofl: inactive; Caspase-7 inhib: 0%; USP2a inhib: 0%; HEK293 cAMP ctrl: 6%; ALOX15 inhib: 11%; Tau fil binding: -6%; BRCT inh red: 0.2%; HADH2 inh: -4%; Casp1 inh: 0%

Results for CC(=O)CC(c1ccccc1)c1c(O)c2ccccc2oc1=O (stereo not drawn) ?
BRCT inh green: 2.0%[3.08 µM]; Caspase-7 inhib: -2%; USP2a inhib: -2%; ALOX15 inhib: 4%; BRCT inh red: -1.2%; Casp1 inh: -2%

How did CC(C)(C)c1ccccc1OCC(=O)Nc1ncn[nH]1 do in these assays?
BRCT inh green: 0.4%; DNA Pol III inh: 0%; Rhodamine autofl: inactive; Caspase-7 inhib: -1%; USP2a inhib: -1%; HEK293 cAMP ctrl: 2%; ALOX15 inhib: 39%[activator]; Tau fil binding: -2%; BRCT inh red: -0.6%; HADH2 inh: -6%; Casp1 inh: 0%

What do the screens show for `Cc1cccc(OCc2nnc(SCC(=O)Nc3sc(C)c(C)c3C#N)n2C)c1`?
BRCT inh green: 0.4%; DNA Pol III inh: 0%; Rhodamine autofl: inactive; Caspase-7 inhib: -6%; USP2a inhib: 6%; HEK293 cAMP ctrl: -1%; ALOX15 inhib: -6%; Tau fil binding: 120%; BRCT inh red: 0.5%; HADH2 inh: 1%; Casp1 inh: 0%

What do the screens show for `CC(C)NS(=O)(=O)c1ccc(CCC(=O)N2CCOCC2)cc1`?
BRCT inh green: -1.7%; DNA Pol III inh: -4%; Rhodamine autofl: inactive; Caspase-7 inhib: 0%; USP2a inhib: -2%; HEK293 cAMP ctrl: 3%; ALOX15 inhib: 2%; Tau fil binding: -8%; BRCT inh red: 1.2%; HADH2 inh: 10%; Casp1 inh: -2%

What do the screens show for `Cc1noc(C)c1C(=O)N1CCC2(CCN(Cc3nccs3)CC2)CC1`?
BRCT inh green: -1.8%; DNA Pol III inh: -6%; Rhodamine autofl: inactive; Caspase-7 inhib: 0%; USP2a inhib: 9%; HEK293 cAMP ctrl: 4%; ALOX15 inhib: -2%; Tau fil binding: -3%; BRCT inh red: -0.2%; HADH2 inh: 1%; Casp1 inh: -2%

Not all compounds are listed (hit frequency here may not be typical).
